Screening results: PubChem BioAssay, several laboratories
Neddyl block: inhibitors of human cullin neddylation | P61081+Q13564 | TR-FRET cullin neddylation, biochemical | calls only at 25 µM | 360,000 compounds, 0.58% hits; in the data active means inhibition above about 36%
SKN-1 block: inhibitors of C. elegans SKN-1; C. elegans VP596 Pgst-4::GFP/RFP ratio, acrylamide-induced, 24 h; inhibition, % at 21.8 µM; 360,000 compounds, 0.49% hits; AID 624304;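 active means interference check ratio from 0.5 to 1.5 plus GFP to RFP signal ratio inhibition reaching or exceeding a fixed threshold, cut at about 30% in these data, passing the limit was not always enough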; further: some compounds called inactive have numbers as strong as hits
NadD inh: blocks S. aureus nicotinate mononucleotide adenylyltransferase. AID 602399. purified NadD enzyme, colorimetric absorbance read-out. 360,000 compounds, 0.78% hits. inhibition, % at 20 µM; in the data active means inhibition above about 26%; further: some compounds past the cut are filed as inactive
MT1-MMP act inh: inhibitors of human MT1-MMP activation | P50281 | HT1080 RFP-PRO-GFP cells, GFP/RFP ratio fluorescence, overnight; percent of plate control window, DMSO zero | GFP/RFP ratio change, % at 20 µM | 360,000 compounds, 0.061% hits;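 active means GFP/RFP ratio change of at least 30% with cell ATP level not reduced by more than half and red fluorescence within 50% of control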; further: strong numbers were not always called active
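Assay system: HT1080 RFP-PRO-GFP cells. Benchmarks: DMSO vehicle wells and RFP-L50D-GFP reporter cell wells. Times: overnight cell settling, then overnight compound exposure, 37 °C, 5% CO2. Compound: 20 µM single dose, 1% DMSO. Read-out basis: GFP/RFP fluorescence ratio.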
CSN deneddyl inh: inhibitors of human CSN-mediated cullin deneddylation | Q92905 | Purified CSN, SCF-Nedd8-OG deneddylation, fluorescence polarization | inhibition, % at 12.5 µM | 360,000 compounds, 0.38% hits | AID 651999;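 active means pattern-corrected inhibition above about 35%, with an unprinted fluorescence ratio check between 0.5 and 1.5, limit read from the data, passing the limit was not always enough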;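 further: 0% = enzyme with substrate and 100% = substrate without enzyme; some results filed as inactive read as strong as hits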
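Assay system: purified human Csn5 enzyme expressed in HEK293T cells; Input: 0.24 nM Csn5 enzyme, final concentration; Reagent: 10 nM SCFSkp2-Nedd8OG; Compound dosing: 12.5 µM single point; Times: reaction 90 min, room temperature; Technique: fluorescence polarization readout.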
MLLE-PAM2 inh: inhibitors of microRNA-mediated deadenylation, human PABP1 MLLE binding. GST-MLLE / FITC-PAM2 fluorescence polarization. inhibition, % at 20 µM. 360,000 compounds, 0.36% hits; in the data active means inhibition above about 35%, passing the limit was not always enough;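 further: plate controls were DMSO wells with GST-MLLE for no effect and wells lacking GST-MLLE protein for full effect; some results filed as inactive read as strong as hits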
FAS TE block: inhibitors of human fatty acid synthase thioesterase domain. P49327. recombinant FAS-TE, OMFH fluorogenic substrate, fluorescence endpoint. inhibition, % at 15 µM. 360,000 compounds, 0.67% hits. AID 602261;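 active means compounds whose normalised, plate-corrected inhibition of enzyme fluorescence in the single-dose primary screen is 50% or more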;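 further: 0% = DMSO with enzyme and 100% = substrate without enzyme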
Rpn11 block: blocks the human proteasome subunit Rpn11 | human 26S proteasome, Ub4-pepOG fluorescence polarization; 20S core pre-blocked with epoxomicin | O00487 | 360,000 compounds, 0.59% hits | calls only at 20 µM;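 active means inhibition at 20 µM, scaled to each plate's controls, above about 33%, limit read from the data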
Rin1-Abl PPI inh: inhibitors of human Rin1-Abl protein interaction. inhibition, % at 7.35 µM. TR-FRET Rin1/Abl binding, biochemical. P00519+Q13671. 360,000 compounds, 0.4% hits. AID 588664; in the data active means inhibition above about 5%, passing the limit was not always enough
The depositor's hits bear a star; i = inactive; · = not tested or not shown; + = active, no number.

No.	Molecule	Neddyl block	SKN-1 block	NadD inh	MT1-MMP act inh	CSN deneddyl inh	MLLE-PAM2 inh	FAS TE block	Rpn11 block	Rin1-Abl PPI inh
1	CC(OC(=O)c1ccc2ncsc2c1)C(=O)N(C)C1CCCCC1 (configuration not stated)	i	8	0	1	2	1	-2	i	-4
2	COc1ccc(C(=O)NCC(=O)OCC(=O)c2cc(OC)c(OC)c(OC)c2)cc1OC	i	-2	-1	2	0	-9	-6	i	-4
3	COc1ccc([C@@H]2CC=C(C(=O)O)[C@H](c3cccc(Cl)c3)N2S(=O)(=O)c2ccc(C)cc2)cc1OC	i	4	0	-1	0	0	-10	i	1
4	COc1ccc(Oc2nc(-c3ccccn3)nc3ccccc23)cc1	i	1	12	-3	-2	3	7	i	-2
5	COC(=O)c1cn(NC(=O)Cc2ccc(OC)c(OC)c2)c(=O)c2ccccc12	i	14	1	1	4	11	-1	i	0
6	c1coc(Cn2c(SCc3nc4ccccc4[nH]3)nnc2-c2cccs2)c1	i	11	-1	-7	-1	-115	0	i	3
7	O=C(COc1ccccc1)NCC(=O)Nc1ccncc1	i	4	-4	5	-2	11	-6	i	-4
8	CC(C)c1ccc(NC(=O)Cn2c(=O)oc3ccccc32)cc1	i	-12	-8	8	1	7	0	i	5
9	Cc1ccc(OCc2cc(C(=O)NCC3COCCO3)no2)cc1C (configuration not stated)	i	25	1	1	1	-6	0	i	0
10	CN(C(=O)COC(=O)c1ccccc1NC(=O)c1ccco1)C1CCS(=O)(=O)C1 (configuration not stated)	i	-1	4	-1	0	4	-5	i	0
11	O=[N+]([O-])c1ccc(Oc2ccc(-c3cnc4ccccc4n3)cc2[N+](=O)[O-])cc1	i	3	0	-1	-3	-2	48	i	-3
12	O=S1(=O)CCN2C(c3cccc4ccccc34)=CSC2=N1	i	-7	3	2	-4	-4	-4	i	2
13	CCC(Oc1ccccc1)C(=O)N(CC)CC(=O)NCc1ccc(F)cc1 (configuration not stated)	i	-5	-2	-2	-3	7	-4	i	-3
14	Cc1ccc(CCNC(=O)CCS(=O)(=O)c2ccc(Br)cc2)cc1	i	-1	-4	0	-4	0	2	i	2
15	CCOC(=O)Cn1c2ccc(OC)cc2c2nc3ccccc3nc21	i	-10	-5	-89	-10	76	-11	i	-8
16	O=C(Cn1c2ccccc2c2nc3n(c(=O)c21)CCS3)Nc1ccccc1	i	8	9	-3	-3	-3	-3	i	-4

Profiles, quoted from the list:
COc1ccc(C(=O)NCC(=O)OCC(=O)c2cc(OC)c(OC)c(OC)c2)cc1OC across the screens: Neddyl block = i; SKN-1 block = -2; NadD inh = -1; MT1-MMP act inh = 2; CSN deneddyl inh = 0; MLLE-PAM2 inh = -9; FAS TE block = -6; Rpn11 block = i; Rin1-Abl PPI inh = -4
O=[N+]([O-])c1ccc(Oc2ccc(-c3cnc4ccccc4n3)cc2[N+](=O)[O-])cc1 across the screens: Neddyl block = i; SKN-1 block = 3; NadD inh = 0; MT1-MMP act inh = -1; CSN deneddyl inh = -3; MLLE-PAM2 inh = -2; FAS TE block = 48; Rpn11 block = i; Rin1-Abl PPI inh = -3

The list goes on.
No.	Molecule	Neddyl block	SKN-1 block	NadD inh	MT1-MMP act inh	CSN deneddyl inh	MLLE-PAM2 inh	FAS TE block	Rpn11 block	Rin1-Abl PPI inh
17	O=C(CCNS(=O)(=O)c1ccccc1)OCc1nc2ccsc2c(=O)[nH]1	i	4	-2	2	-2	0	-2	i	3
18	Cc1cccc(C(=O)Nc2nnc(-c3cccnc3)o2)c1	i	-5	4	6	-8	2	-2	i	-4
19	C=CC[C@@H](Cc1ccc(F)cc1)C(=O)OC[C@H]1CCCN1C(=O)[C@@H](CC=C)CC(=O)N[C@@H](CO)Cc1ccccc1	i	-4	2	-4	-3	-2	8	i	-1
20	CCOC(=O)N/N=C/c1cccnc1	i	1	-1	-8	-8	1	-8	i	-1
21	Cc1cccc(/C=N/N(CCO)C2=NS(=O)(=O)c3ccccc32)c1	i	14	1	-4	3	-3	5	i	1
22	COCCCNCC#CCOc1ccc(OC)cc1	i	-1	7	-3	1	-3	-8	i	3
23	CC(SC(C)C(=O)NN=Cc1cccc(Cl)c1)C(=O)NN=Cc1cccc(Cl)c1 (configuration not stated)	i	4	16	4	-5	14	-2	i	3
24	CC(=O)c1ccc(OC(C)C(=O)OCC(=O)NCCc2ccccc2)cc1 (configuration not stated)	i	6	3	7	-3	-47	-5	i	6
25	COc1cc([C@H]2[C@@H]3CCCC[C@]3(O)CCN2CC(=O)Nc2ccc(C)cc2)ccc1O	i	-16	5	-2	-2	7	-2	i	-6
26	CN(C)C(CNC(=O)CCS(=O)(=O)c1ccccc1)c1ccccc1 (configuration not stated)	i	-14	-10	0	-5	-11	-4	i	0
27	C=CCNC(=S)N/N=C(\C)c1cc(OC)c(OC)c(OC)c1	i	7	-2	6	-16	24	-3	i	-1
28	CC(C)C(=O)Nc1ccc(C(=O)NNC(=O)c2cccs2)cc1	i	10	-2	4	-7	-6	-11	i	4
29	CC1(C)CC(=O)C=C(NCCN2CCN(C(=O)Nc3ccc(Cl)cc3)CC2)C1	i	4	0	8	0	-5	-4	i	2
30	Cc1cccc(-n2ncc3c(NCc4ccccc4)ncnc32)c1	i	9	0	-4	2	4	17	i	-3
31	Cc1ccc(S(=O)(=O)C2(C(=O)Nc3nccs3)CC2)cc1	i	0	0	3	-2	-10	12	i	0
32	O=CN1N=C(c2ccccc2)CC1c1ccccc1[N+](=O)[O-] (configuration not stated)	i	-3	-4	6	-3	-13	1	i	-2
33	Cc1ccc(-n2nnnc2SCC(=O)NC2CCCc3ccccc32)c(C)c1 (configuration not stated)	i	-5	-3	-7	2	2	21	i	-2
34	Cc1nc(N)nc(N/N=C/c2ccccc2)n1	i	-9	-5	0	-4	11	-7	i	2
35	O=C(Nc1ccc2oc(-c3ccccc3)nc2c1)c1ccccc1F	i	4	-3	2	1	-4	-1	i	-12
36	O=C(CSc1ccccc1C(=O)NCc1ccccc1)NC1CCCCCCC1	i	-7	0	-3	-2	5	7	i	6
37	COc1ccc(NC2CC(=O)NC2=O)cc1 (configuration not stated)	i	-4	-6	3	-8	4	-6	i	2
38	Cc1nnc(SCC(=O)N/N=C/c2cc(Cl)c(O)c(Cl)c2)s1	i	-6	-4	-1	-10	13	-6	i	0
39	CCCc1c(C(=O)Nc2ccc(OC)cc2)cnn1-c1ccccc1	i	6	4	-6	4	-8	10	i	1
40	COc1cc(C(=O)NCCC(=O)NCCc2ccc(Cl)cc2)cc(OC)c1OC	i	-14	-2	4	-4	-2	-9	i	0
41	CCOC(=O)C1CCCN(C(=O)c2cc3ncc(Br)cn3n2)C1 (configuration not stated)	i	-13	-1	0	-5	6	-8	i	-1
42	COc1ccc(NC(=S)NCc2ccc(Cl)cc2)c(OC)c1	i	12	-3	-2	6	-73	10	i	4
43	O=C(CC1CCCCC1)Nc1ccccc1-c1ccccc1	i	7	-6	-1	-1	-4	1	i	0
44	O=C(CN1N=C(c2ccccc2)CCC1=O)NCCCN1CCc2ccccc2C1	i	5	4	1	-19	5	-9	i	-5
45	O=C(COC(=O)c1ccccc1O)Nc1cccc(S(=O)(=O)N2CCCC2)c1	i	-4	1	6	2	7	-1	i	1
46	COc1ccc(-n2ncc3c(NCCCN4CCOCC4)ncnc32)cc1	+	9	-11	2	-2	22	-6	i	0
47	CCOc1cccc(=O)c2c(C)n(Cc3ccco3)c(C)c12	i	16	29	-25	28	-18	1	i	-4
48	O=[N+]([O-])c1[nH]cnc1/C=C/c1ccccc1	i	9	2	0	3	-1	-3	i	-5
49	CC(=O)NCCc1nc2ccccc2n1CCc1ccccc1	i	-8	5	4	-3	-2	-5	i	-2
50	c1ccc(C2C3=C(Nc4ncnn42)c2ccccc2CCC3)cc1 (configuration not stated)	i	4	5	-10	7	5	-10	i	-1
51	COc1ccccc1CNS(=O)(=O)c1ccc2c(c1)CCCN2C(C)=O	i	11	6	1	-1	7	-4	i	-2
52	Cc1cc(C)c(NC(=O)Nc2ccccc2)c(Cl)c1	i	2	-7	1	-19	3	-8	i	2
53	CC(C)N1CCN(Cc2nc3c(s2)CCCC3)CC1CCO (configuration not stated)	i	-16	-4	2	-2	10	-3	i	1
54	CCOC(=O)C1CCN(S(=O)(=O)c2c(C)[nH]c(C)c2C(=O)N2CCCCC2)CC1	i	-1	-7	1	1	-5	-7	i	-1
55	COc1cccc(C(=O)Oc2ccccc2/C=C\C(=O)c2cc3ccccc3o2)c1	i	2	-5	-11	21	-101	15	i	2
56	CCOC(=O)c1cc(-c2ccc3c(c2)OCCO3)nc2c1c(C)nn2CCC#N	·	-6	-17	-1	-1	0	14	i	-1
57	O=C(NC(=S)Nc1cnc2ccccc2c1)c1ccccc1	i	9	2	3	-5	10	11	i	1
58	O=C(c1cccnc1)N1CCN(S(=O)(=O)c2cccc(Cl)c2)CC1	i	3	5	-3	-6	-8	-4	i	-1
59	COc1ccc(C2CC(c3cccc(OC)c3OC)n3nnnc3N2)cc1 (configuration not stated)	i	6	-1	8	2	-1	-2	i	-1
60	CCN(CC)C(=O)C(=O)c1cc(C)n(-c2ccc(F)cc2)c1C	i	4	-1	0	0	-1	-12	i	-2
61	CC(C)c1ccc(/C=N/N2CCCCC2)cc1	i	17	-5	2	0	-8	-1	i	0
62	CC(C)(C)C(=O)CNCC(=O)C(C)(C)C	i	2	3	6	0	11	-1	i	-3
63	O=C1c2ccccc2C(=O)N1COc1ccc(S(=O)(=O)N2CCOCC2)cc1[N+](=O)[O-]	i	1	1	-1	0	12	-9	i	-1
64	Cc1ccc(C(=O)OCn2ncc(Cl)c(Cl)c2=O)cc1	i	-35	2	-5	15	-5	23	i	-1
65	Cc1ccc(S(=O)(=O)N(CC(=O)N2CCC(C(N)=O)CC2)Cc2ccc(F)cc2)cc1	i	7	-5	4	5	4	-4	i	3
66	CCCCn1c(N)c(N(CC(C)C)C(=O)Cc2ccc(S(=O)(=O)N3CCOCC3)s2)c(=O)[nH]c1=O	i	-21	0	-100	42	77	-118	i	3
67	CCOC(=O)N1CCc2c(sc3ncn(C)c(=O)c23)C1	i	-3	-4	0	-1	14	-8	i	-1
68	Cc1ccc(-c2oc3ncnc(N)c3c2-c2ccc(C)cc2)cc1	i	1	8	1	1	-5	1	i	2
69	CC1=C(C(=O)N2CCOCC2)CC(CC(=O)NCCCCc2ccccc2)C(=O)N1Cc1ccc(F)cc1 (configuration not stated)	i	-10	7	1	0	-10	-2	i	-1
70	COc1ccc(-c2nc(CS(=O)CC(=O)NC3CCCCCC3)c(C)o2)cc1 (configuration not stated)	i	-8	-17	-1	-3	4	0	i	-2
71	O=C(CN1C(=O)NC2(CCCCC2)C1=O)Nc1cccc(S(=O)(=O)N2CCOCC2)c1	i	-3	-2	8	-4	-7	-2	i	1
72	CCOc1ccc(C)cc1S(=O)(=O)n1ccc(C)n1	i	-12	-3	3	3	1	-2	i	1

Going on with the list:
No.	Molecule	Neddyl block	SKN-1 block	NadD inh	MT1-MMP act inh	CSN deneddyl inh	MLLE-PAM2 inh	FAS TE block	Rpn11 block	Rin1-Abl PPI inh
73	CCCCNC(=O)n1c(SC)nc2ccccc21	i	-2	-4	12	3	-10	-4	i	0
74	CC(=O)Nc1ccc(S(=O)(=O)NCC2CC3CCC2C3)cc1 (configuration not stated)	i	-22	1	4	-8	16	-2	i	-1
75	COC(=O)c1cc(S(=O)(=O)NCC2CCN(Cc3cc(C)ccc3C)CC2)c[nH]1	i	8	-8	5	2	2	-7	i	1
76	CCCN(CCC)C(=O)Cc1ccc(F)cc1	i	-14	-2	2	4	-7	-2	i	0
